Compound activity from PubChem BioAssay.
PV pol inh – poliovirus RdRp elongation inhibitors, primary screen, biochemical, fluorescence polarization, total intensity; hit rate 0.66% among 150,000; poliovirus polymerase elongation; active compounds read low; AID 588519, 2011; % elongation, % (compound at 16.7 µg/mL); in the data active means % elongation below about 90%; further: some results filed as inactive read as strong as hits
Target sequence (P03300 1749-2209 limits assumed): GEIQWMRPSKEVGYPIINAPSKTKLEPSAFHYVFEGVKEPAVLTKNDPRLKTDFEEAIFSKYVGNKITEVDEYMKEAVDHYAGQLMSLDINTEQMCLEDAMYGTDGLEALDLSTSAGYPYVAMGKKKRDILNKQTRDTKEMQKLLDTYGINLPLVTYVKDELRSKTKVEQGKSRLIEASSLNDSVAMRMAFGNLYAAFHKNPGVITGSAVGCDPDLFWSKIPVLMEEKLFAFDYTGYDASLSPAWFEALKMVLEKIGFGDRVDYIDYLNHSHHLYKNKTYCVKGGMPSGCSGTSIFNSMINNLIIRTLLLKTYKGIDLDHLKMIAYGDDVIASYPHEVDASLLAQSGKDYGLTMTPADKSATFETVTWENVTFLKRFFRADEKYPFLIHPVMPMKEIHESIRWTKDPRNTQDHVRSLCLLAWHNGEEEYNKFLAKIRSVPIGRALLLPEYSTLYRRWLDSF
PV pol inh FP z-score – also measured in PV pol inh; calls as there; z-score; measured here: FP z-score; hits read low
An asterisk follows results filed as active.

Second line of a record: PV pol inh	PV pol inh FP z-score
> c1ccc(Cn2c3ccccc3n3nc(-c4ccccc4)nc23)cc1
    103	0.5
> CCOc1ccc(-c2cn3c(n2)sc2cc(C(=O)NCCCN4CCCCC4)ccc23)cc1
    92	-3
> COc1ccccc1CNC(=O)c1cccc(N2CCCS2(=O)=O)c1
    109	0.2
> O=C(Nc1ccc(S(=O)(=O)Nc2ncccn2)cc1)c1ccccc1Cl
    105	0.4
> C#CCn1c(C2CC(=O)N(c3ccc(OC)cc3)C2)nc2ccccc21 (stereo unspecified)
    100	-1.6
> O=C1C(O)=C(Cc2ccccc2)CN1Cc1ccccc1
    99	-0.6
> Cc1ccccc1C(=O)N1CCC(C(=O)Oc2ccc3c(c2)OCO3)CC1
    99	-0.8
> CCN(CC)C(=O)CN1CCC(c2nc3ccccc3[nH]2)CC1
    104	0.7
> CCCCCCCc1nnc(NC(=O)c2cccs2)s1
    104	0.8
> COc1ccc(C(=O)Cn2c(SC)nc3ccccc32)cc1
    102	0.4
> Cc1ccccc1NC(=O)Cn1c(SCC(=O)Nc2ccc(F)cc2)nc2ccccc21
    107	0.2
> CCn1c(=O)cc(OCC(=O)N2CCN(c3ccc(C)cc3)C(C)C2)c2ccccc21 (stereo unspecified)
    105	-0.1
> Cc1cccc(C)c1OCCSc1nc2ccccc2n1CC(=O)O
    101	-0.2
> COc1cc2ncc3c(-c4ccccc4)nn(-c4ccc(C)cc4)c3c2cc1OC
    108	0.4
> O=C(Nc1ccccc1F)c1nc(SCc2ccc(F)cc2)ncc1Cl
    111	0.6
> CCCNc1nc2c(c(=O)n(C)c(=O)n2C)n1CC(O)COc1ccccc1 (stereo unspecified)
    95	-0.9
> COc1cc2[nH]c(=O)n(CCCCCC(=O)N3CCN(c4cccc(C(F)(F)F)c4)CC3)c(=O)c2cc1OC
    102	-0.8
> CN(C(=O)COC(=O)c1n[nH]c2ccccc12)c1ccccc1
    102	0
> O=C(Cc1noc2ccccc12)N1CCCC1
    100	-0.3
> CCOC(=O)c1cc2c(=O)n3ccccc3nc2n(Cc2ccco2)c1=NC(=O)c1cccc(F)c1
    103	-0.6
> O=C(CSc1nc2c(c(=O)[nH]1)CN(Cc1ccccc1)CC2)NCc1ccccc1
    105	1
> COc1ccccc1N(C)S(=O)(=O)c1ccc(C(=O)N2CC(C)OC(C)C2)cc1 (stereo unspecified)
    109	1.2
> CN(C)Cc1ccc(C(=O)O)o1
    100	-0.4
> O=C(NCc1ccc2c(c1)OCO2)Oc1ccccc1
    103	0.3
> COc1ccc(-c2ccc(-c3noc(-c4cc(OC)cc(OC)c4)n3)c(OC)n2)cc1
    110	0.9
> CCC1COC(C)CN1 (stereo unspecified)
    99	-0.2
> CCOC(=O)c1c(C)[nH]c(C)c1S(=O)(=O)N(C)CC(=O)Nc1ccc(C)cc1C
    109	0.2
> CCOC(=O)C1=C(C)NC(C(=O)NCc2cccc(OC)c2)CS1 (stereo unspecified)
    105	0.6
> CCNc1nc(NCC)nc(N(C#N)CC)n1
    103	0.4
> NC(=S)Cc1nc2n(n1)Cc1ccccc1-2
    83*	-2.2*

One compound at a time, as listed above. Values in the order: PV pol inh	PV pol inh FP z-score
Profile of `CCOC(=O)c1c(C)[nH]c(C)c1S(=O)(=O)N(C)CC(=O)Nc1ccc(C)cc1C` → 109	0.2
Profile of `CN(C)Cc1ccc(C(=O)O)o1` → 100	-0.4

(continued)
Second line of a record: PV pol inh	PV pol inh FP z-score
> CCCCN1CC(c2nc3ccccc3n2CCCCOc2cc(C)cc(C)c2)CC1=O (stereo unspecified)
    108	0.1
> Cc1ccn2c(Nc3c(C)cccc3C)c(-c3ccsc3)nc2c1
    105	0
> CCOC(=O)c1cc2ccc(OC)c(OC)c2c(=O)s1
    102	0.6
> COc1ccc(OC)c(NC(=O)CN(C)S(=O)(=O)c2ccc(C(=O)N3CCOCC3)s2)c1
    103	-0.8
> COC(=O)CSc1nc(N2CCOCC2)c2c(c1C#N)CC(C)(C)SC2
    102	0.2
> N#CC1=C(N)N(c2sc3c(c2C#N)CCCCC3)C2=C(C(=O)CCC2)C1c1ccccc1 (stereo unspecified)
    95	-0.5
> Brc1cccc(-c2nnn3c2nc(NCc2ccc4c(c2)OCO4)c2ccccc23)c1
    101	-0.9
> CN(C)CCC(=O)c1ccccc1
    103	0.2
> Cc1ccc(-n2ncc3c(N4CCN(C)CC4)ncnc32)cc1
    103	-0.7
> O=C(/C=C/c1ccccc1)C1CC1
    98	-0.7
> O=C1C2C3C=CC(C3)C2C(=O)N1Cc1ccco1 (stereo unspecified)
    102	0.1
> Cc1ccccc1C(=O)Nc1nnc(S(=O)(=O)N2CCc3ccccc32)s1
    109	0.1
> CCC(C)N(Cc1nc2ccccc2c(=O)[nH]1)C(=O)/C=C/c1ccco1 (stereo unspecified)
    108	0.6
> O=C(NCCc1ccccc1)c1ccc(C(=O)c2ccccc2)o1
    102	0
> O=C(COC(=O)Cc1c(Cl)cccc1Cl)NCc1ccco1
    102	0.6
> C=CCNCC(=O)NC12CC3CC(CC(C3)C1)C2
    97	-0.3
> Cc1cc(C(=O)CC#N)c(C)n1Cc1ccccc1Cl
    104	0.2
> CCCn1c(=O)c2c(=S)nc(-c3ccccc3OC)[nH]c2n(CCC)c1=O
    104	0
> CN(c1ccc(CN2C(=O)c3ccccc3C2=O)cc1)S(C)(=O)=O
    99	-1.2
> Cc1sc(C(=O)O)c(-n2cccc2)c1C
    104	0.4
> CN(C)S(=O)(=O)N1CCC(Cc2ccccc2)CC1
    104	-0.1
> CC(Sc1ncnc2sc3c(c12)CCCC3)C(=O)O (stereo unspecified)
    100	-0.1
> NS(=O)(=O)c1ccc(N=NN2CCCCCC2)cc1
    103	0
> N#CCNC(=O)CN1C(=O)c2ccccc2C1=O
    99	-0.9
> Cc1ccc(-c2cc(C(=O)Nc3ccc(Br)cc3F)c3ccccc3n2)o1
    100	0.2
> Cc1ccc(N2C(=O)c3sc4nnc(-c5ccccc5)c(=O)n4c3C2=O)cc1
    99	-0.8
> Nc1cccc(CN2CCCCC2)c1
    104	0.5
> Cc1[nH]nc2c1C(c1cccs1)C1=C(CCCC1=O)N2 (stereo unspecified)
    102	0.3
> CCN1CCC(N(Cc2cccc(OC)c2)C(=O)Nc2cccc(C)c2C)CC1
    105	-0.7
> Cc1ccc2c(c1)Nc1nc3nonc3nc1N2
    101	-0.2

Quoted from the listing.
In PV pol inh FP z-score, Nc1cccc(CN2CCCCC2)c1 is listed with 0.5
In PV pol inh, Cc1ccc2c(c1)Nc1nc3nonc3nc1N2 is listed with 101
In PV pol inh, N#CC1=C(N)N(c2sc3c(c2C#N)CCCCC3)C2=C(C(=O)CCC2)C1c1ccccc1 (stereo unspecified) is listed with 95

Going on with the list.
Second line of a record: PV pol inh	PV pol inh FP z-score
> COC(=O)c1cccc(NC(=O)NC(C)C)c1
    108	0.7
> O=C(Nc1ccccc1)N1CCCN(Cc2ccc(F)cc2)CC1
    106	1.1
> Cc1nn(-c2ccccc2)c2sc(C(=O)NC(=S)NC3CCSC3=O)cc12 (stereo unspecified)
    103	0.2
> CN(Cc1ccccc1)c1sc(S(C)(=O)=O)nc1S(=O)(=O)c1ccc(Cl)cc1
    106	1.5
> CC1=Nc2ccccc2N(CC(O)Cn2c3ccccc3c3ccccc32)C(=O)C1 (stereo unspecified)
    104	0.1
> CCOc1ccccc1N1CC(c2nc3ccccc3n2CCCCOc2ccccc2)CC1=O (stereo unspecified)
    110	0.5
> O=c1c2c3c(sc2n(Cc2ccc(F)cc2Cl)c(=O)n1-c1ccc(Cl)cc1)CCC3
    107	0.3
> CCn1c(=O)cc(SCC(=O)NCc2ccc(OC)cc2OC)c2ccccc21
    105	-0.5
> CCN1CCN(C(=O)c2ccc3c(c2)N(Cc2ccccc2F)C(=O)c2ccccc2S3=O)CC1 (stereo unspecified)
    107	0.3
> N#Cc1cnn(-c2nc3ccccc3[nH]2)c1N
    105	0.3
> C=CCn1c(C)cc(C(=O)CN(CC)CC(=O)NC2CCS(=O)(=O)C2)c1C (stereo unspecified)
    105	0.2
> Cc1nn(C(C)C(=O)Nc2cccc(F)c2)c(=O)c2c1sc1ccccc12 (stereo unspecified)
    116	0.5
> O=C(Nc1noc2ccccc12)c1ccc(F)cc1
    121	0.4
> NS(=O)(=O)c1ccc(NNC(=O)c2cccs2)cc1
    105	1
> Cc1c(NC(=O)c2sc3c([N+](=O)[O-])cccc3c2Cl)cccc1-c1nc2ccccc2o1
    102	-0.4
> CN(C(=O)CN1CCN(S(=O)(=O)c2ccc3c(c2)CCCC3)CC1)C1(C#N)CCCCC1
    107	0.5
> CCOC(=O)c1nc(Nc2cccc(C)c2C)c2ccccc2n1
    100	-0.2
> CCOc1cc(CNc2ncn[nH]2)ccc1OCC(=O)NC(C)(C)C
    101	-0.2
> COc1cc(/C=C/C(=O)NCCSc2c[nH]c3ccccc23)cc(OC)c1OC
    102	0.3
> Cc1ccc(C)c(N2CCN(S(=O)(=O)c3cnc(N)nc3)CC2)c1
    99	-1.8
> COc1cc(OC)c(NS(=O)(=O)c2cc(-c3cnc(C4CC4)o3)ccc2C)cc1Cl
    106	-0.1
> COc1ccccc1CNC(=O)COc1ccccc1
    101	0
> OC(Cc1ccccc1)c1ccccc1 (stereo unspecified)
    101	0.3
> O=c1nc(N(c2ccccc2)c2ccccc2)[nH]c(=O)[nH]1
    102	0.2
> COC(=O)CNC(=O)c1ccc(Cl)cc1
    109	0.5
> Cc1cccc(OCc2nnc(SCc3nc4ccsc4c(=O)[nH]3)o2)c1
    112	1
> Cc1ccc(NC(=O)CN(C)C(=O)c2ccc(Br)o2)cc1
    107	0.3
> O=C1CN(c2ccccc2)C(=O)N1
    100	-0.3
> Cc1nc2sccn2c(=O)c1S(=O)(=O)N(C)C1CCCCC1
    103	0.2
> COc1ccc(C(=O)OCC(=O)N(C)C2CCCCC2)cc1
    102	0.2

By substructure, those above containing a COOH group.
Second line of a record: PV pol inh	PV pol inh FP z-score
> Cc1cccc(C)c1OCCSc1nc2ccccc2n1CC(=O)O
    101	-0.2
> CN(C)Cc1ccc(C(=O)O)o1
    100	-0.4
> Cc1sc(C(=O)O)c(-n2cccc2)c1C
    104	0.4
> CC(Sc1ncnc2sc3c(c12)CCCC3)C(=O)O (stereo unspecified)
    100	-0.1

Additional results follow:
Second line of a record: PV pol inh	PV pol inh FP z-score
> CSc1nnc(/N=C/c2c(O)ccc3ccccc23)s1
    98	-0.7
> CO[C@@H]1[C@@H](OC2OC(C)C(OC3CC(C)(O)C(OC(=O)CC(C)C)C(C)O3)C(N(C)C)C2O)[C@@H](CC=O)C[C@@H](C)[C@@H](O)/C=C/C=C/C[C@@H](C)OC(=O)C[C@H]1OC(C)=O (stereo partly specified)
    100	0.1
> COc1ccc(C)cc1S(=O)(=O)NC1CC1
    102	1.1
> Cc1ccc(OCCCC(=O)Nc2ccc3c(c2)OCO3)cc1
    101	-0.1
> CCN(Cc1ccccc1)C(=O)C1CCN(Cc2ccc(C(F)(F)F)cc2)CC1
    99	-0.5
> c1ccc(C2C3=C(CCCC3)SC3=C2CCCC3)cc1
    104	0.6
> COc1ccc(-c2cc3nc(-c4ccccc4)cc(C(F)(F)F)n3n2)cc1
    103	-0.5
> COc1cc(/C=C/C(=O)NC(C)C2CC3CCC2C3)cc(OC)c1OC (stereo unspecified)
    100	-0.7
> CC(C)CN(CCNC(=O)c1cn(C)c2ccc(S(=O)(=O)N3CCCCCC3)cc2c1=O)CC(C)C
    106	0.3
> CC(=O)Oc1ccc(OC(C)=O)c(S(=O)(=O)c2ccc(C)c(C)c2)c1
    101	-0.3
> Cc1ccc2c(c1)=C(c1sc(=O)n(CC(=O)O)c1O)C(=O)N=2
    102	0.1
> CCOC(=O)N1CCN(CC(O)c2ccc3c(c2)CCN3)CC1 (stereo unspecified)
    103	0.4
> COc1ccc2oc(C(=O)OCC(=O)N(C)C)c(C)c2c1
    105	0.1
> O=S(=O)(c1ccccc1)N1CCN=C1SCc1ccccc1
    105	0.7
> COc1cccc(C(=O)NC2CCSC2=O)c1 (stereo unspecified)
    101	-0.4
> CN(C)/N=C/c1ccc(OC(=O)c2ccccn2)cc1
    103	0.3
> COc1ccccc1OCC(=O)N1CCN(C(c2ccccc2)c2ccccc2)CC1
    99	-0.5
> CCOc1ccc(C(=O)NCCc2sc(-c3cccc(F)c3)nc2C)cc1OCC
    109	0.7
> CC(CCc1ccccc1)NC(=O)Cn1ncc2c3ccccc3n(Cc3ccccc3F)c2c1=O (stereo unspecified)
    110	0.2
> O=C(CNc1ccccc1)N/N=C/c1cn(-c2ccccc2)nc1-c1cc2ccccc2o1
    102	0
> CCCN1C(=O)/C(=C/c2ccc(F)cc2)SC1=S
    100	-0.5
> COc1ccc(NC(=O)OCc2ccccc2)cc1OC
    98	-1.5
> COc1ccc(OCC(=O)N2CCC(C(N)=O)CC2)cc1
    107	0.5

Exported in markdown: entries from further up.
| compound | PV pol inh | PV pol inh FP z-score |
| --- | --- | --- |
| CC(C)CN(CCNC(=O)c1cn(C)c2ccc(S(=O)(=O)N3CCCCCC3)cc2c1=O)CC(C)C | 106 | 0.3 |
| COc1ccc(-c2cc3nc(-c4ccccc4)cc(C(F)(F)F)n3n2)cc1 | 103 | -0.5 |

This is a subset. The share of hits here may be higher or lower than overall.
